KCNH2 WT inh: qHTS for Inhibitors of KCHN2 3.1: Wildtype qHTS. activity change, % at 1.84 µM. AID 720551, 2013. Voltage-gated inwardly rectifying potassium channel KCNH2 (Homo sapiens), Q12809. 340,000 tested, 0.37% active. U2OS, BacMam KCNH2, thallium flux FluxOr; hits give low values;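 active means maximum activity change below -70%; inconclusive means maximum activity change between -70% and -50%; inactive means maximum activity change above -50%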
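U2OS cells transduced with wild-type KCNH2 virus are loaded with FluxOr dye for 45 min, and thallium flux is measured in kinetic reads before and after stimulation buffer. Rate constants are normalized to DMSO controls.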
uPA generation: qHTS for Inhibitors of Cell Surface uPA Generation | cell surface uPA generation assay, qHTS | Potency, µM (doses to about 38.3 µM), for the others: at the top dose activity change, negative = inhibition, most hits filed as inhibitors | 330,000 tested, 0.31% active | AID 540303, 2011; active means well fitted inhibition curve with a large enough effect; inconclusive means small, poorly fitted or top-dose-only effect; inactive means no such curve, though single readings can be large or run the other way; tested in mouse RAW 264.7 cells; further: potency means the concentration at half of the fitted maximal effect; nearly all actives have a fitted effect of over 55% in size
PKM2 activator: qHTS Assay for Activators of Human Muscle isoform 2 Pyruvate Kinase. purified PKM2, Kinase-Glo ATP luminescence, activation; response scale: 0% is enzyme alone, no compound. 260,000 tested, 0.34% active. Potency, µM (titrated, usually from 57.5 µM), inactives show at the highest dose activation, most hits filed as activators. Pyruvate kinase PKM (Homo sapiens), P14618; further: potency means the concentration at half of the fitted maximal effect; nearly all actives have a fitted effect of over 55% in size
Target sequence (P14618 whole entry, looked up, canonical isoform): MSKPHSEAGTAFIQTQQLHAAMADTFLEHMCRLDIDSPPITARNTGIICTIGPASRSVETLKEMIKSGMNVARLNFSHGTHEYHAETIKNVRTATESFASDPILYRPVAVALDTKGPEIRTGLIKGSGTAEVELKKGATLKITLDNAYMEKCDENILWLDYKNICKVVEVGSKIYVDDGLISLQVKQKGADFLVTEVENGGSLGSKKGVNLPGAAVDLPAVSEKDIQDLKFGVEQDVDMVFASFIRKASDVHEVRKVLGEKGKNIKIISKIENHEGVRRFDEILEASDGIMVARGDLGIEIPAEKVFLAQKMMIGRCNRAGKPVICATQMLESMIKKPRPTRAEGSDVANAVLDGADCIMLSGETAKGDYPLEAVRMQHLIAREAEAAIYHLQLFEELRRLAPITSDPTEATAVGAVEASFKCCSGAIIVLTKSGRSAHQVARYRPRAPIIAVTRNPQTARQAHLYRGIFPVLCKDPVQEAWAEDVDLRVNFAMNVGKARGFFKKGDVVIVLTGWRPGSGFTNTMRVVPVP
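Purified hPK-M2 (>95%) run at intermediate activity with 0.1 mM ADP and 0.5 mM PEP in 50 mM imidazole pH 7.2, KCl, MgCl2; 1 h room temperature. ATP formed read by Kinase-Glo luminescence; normalized to uninhibited and no-enzyme controls.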
B2AR arrestin: qHTS assay of beta-arrestin-biased ligands of beta2-adrenergic receptor. beta-arrestin recruitment to beta2AR, cell-based reporter. 330,000 tested, 0.02% active. Potency, µM (highest dose often 46.1 µM), inactives show top-dose activation, most hits filed as activators. AID 492947, 2010;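 further: potency means the concentration at half of the fitted maximal effect; 0% = DMSO controls and full agonism = EC100 isoproterenol or metaproterenol; nearly all actives have a fitted effect of over 65% in size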
GALK inhibitor: qHTS Assay for Inhibitors of Human Galactokinase (GALK); P51570; Purified GALK, Kinase-Glo residual ATP luminescence; Potency, µM (highest dose often 57.5 µM), without a hit: at the top dose activity change, negative = inhibition, usual class: inhibitors; 270,000 tested, 0.007% active; AID 1868, 2009; further: potency means the concentration at half of the fitted maximal effect
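Quantitative HTS: GALK 5 nM, ATP 35 uM, galactose 100 uM, 1 h room temperature, then luciferase-based ATP detection.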
USP2a block: qHTS Assay for Inhibitors of Ubiquitin-specific Protease USP2a Using CHOP2 as the Reporter | Potency, µM (top dose mostly 38.3 µM), for the others: at the top dose activity change, negative = inhibition, usual class: inhibitors | AID 463254, 2010 | 330,000 tested, 0.01% active | Ubiquitin carboxyl-terminal hydrolase 2 (Homo sapiens), O75604 | USP2 core, Ub-CHOP2 coupled fluorogenic reporter, 485/531;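 further: potency means the concentration at half of the fitted maximal effect; plate controls were DMSO wells for no effect and full inhibition by NEM control for full effect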
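USP2 core (10nM final) preincubated 30min RT with compound in 20mM Tris-HCl pH 8.0, 2mM CaCl2, 2mM beta-mercaptoethanol, 0.05% CHAPS; 25nM Ub-CHOP2 plus 25nM reporter substrate added, fluorescence (Ex485/Em531) read after 60min.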
Chronic BCR inh: qHTS Assay to Find Inhibitors of Chronic Active B-Cell Receptor Signaling; AID 493014, 2011; ABC-DLBCL IkBa-CBG/CBR reporter, luminescence ratio, 4 h; Potency, µM (highest dose often 46.1 µM), inactives show at the highest dose ratio change, negative = lower green/red ratio, usual class: inhibitors; 340,000 tested, 0.05% active; active means well fitted inhibition curve with a large enough effect in the signal ratio, with a control signal flat, not every such curve was filed as active; inconclusive means small, poorly fitted or top-dose-only effect, or effect the other way, or a change in a side signal; the % refers to the signal ratio;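 further: potency means the concentration at half of the fitted maximal effect; plate controls were basal doxycycline-induced cells for no effect and cells given 10 µM MG132 for full effect; MG132 reads +100%, hits lower the ratio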
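TMD8 human ABC-DLBCL cells with doxycycline-inducible IκBα–green luciferase fusion and unfused red luciferase, in 0.5% FBS medium; compounds up to 46 uM, 4 h at 37C. Green/red luminescence ratio, filter-overlap corrected, fitted to concentration-response curves.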
FBPA coupling cs: qHTS Assay for Inhibitors of Fructose-1,6-bisphosphate Aldolase from Giardia Lamblia: Coupling assay counterscreen; coupling enzyme system counterscreen, AmpLite Red fluorescence; AID 2472, 2010; 290,000 tested, 0.67% active; activity change, negative = inhibition, % at 58.2 µM, hits read low; in the data active means activity change below about -30%
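Final compound at 57.5 uM, incubated 10 min at RT with coupling enzyme reagent (glyceraldehyde-3-phosphate), then 20 min with substrate and AmpLite Red detection. Fluorescence read at 525/598 nm; tests interference with the coupling assay, not aldolase inhibition.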
KCNH2 3.1 inh: qHTS for Inhibitors of KCHN2 3.1: Mutant qHTS. U2OS KCNH2 3.1, thallium flux FluxOr; hits give low values. 340,000 tested, 0.95% active. activity change, % (tested at about 1.8 µM). Potassium voltage-gated channel subfamily H member 2, brain isoform KCNH2 3.1 (human);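 active means maximum activity change below -70%; inconclusive means maximum activity change from -70% to -50%; inactive means maximum activity change above -50%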;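 further: thallium influx rate constant from kinetic fluorescence after stimulation buffer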
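Thallium flux read-out: FluxOr dye with Red40 quencher in HBSS/HEPES, 45 min at RT. Rate constants from kinetic reads were normalized to positive and negative DMSO controls. Cells: U2OS virally expressing the 3.1 isoform.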
Eya2 phos inh: qHTS Assay for Inhibitors of the Phosphatase Activity of Eya2; Protein phosphatase EYA2 (Homo sapiens), O00167; recombinant Eya2, OMFP fluorescence dephosphorylation (OMFP is methylfluorescein phosphate); Potency, µM (highest dose often 76.9 µM), without a hit: at the top dose activity, negative = inhibition, usual class: inhibitors; 330,000 tested, 0.006% active; AID 488837, 2010; further: potency means the concentration at half of the fitted maximal effect
Target sequence (O00167 whole entry, looked up): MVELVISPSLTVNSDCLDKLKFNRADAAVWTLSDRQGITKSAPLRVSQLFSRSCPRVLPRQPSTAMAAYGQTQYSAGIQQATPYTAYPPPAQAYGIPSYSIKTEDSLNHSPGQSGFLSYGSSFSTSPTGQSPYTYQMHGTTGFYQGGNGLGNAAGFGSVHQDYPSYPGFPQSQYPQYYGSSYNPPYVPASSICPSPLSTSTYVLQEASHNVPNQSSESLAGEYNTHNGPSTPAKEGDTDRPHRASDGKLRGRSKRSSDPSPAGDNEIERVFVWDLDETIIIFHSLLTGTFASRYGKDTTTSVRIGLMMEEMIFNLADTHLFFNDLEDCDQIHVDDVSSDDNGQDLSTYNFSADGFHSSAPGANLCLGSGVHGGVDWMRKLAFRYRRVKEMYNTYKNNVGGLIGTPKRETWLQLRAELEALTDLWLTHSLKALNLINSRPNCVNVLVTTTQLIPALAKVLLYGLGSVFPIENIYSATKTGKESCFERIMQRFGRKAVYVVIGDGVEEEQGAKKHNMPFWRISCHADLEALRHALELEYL
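Eya2 (0.2 uM) preincubated 10 min at ambient with compound, then OMFP substrate added at 50 uM; 10 min reaction in 50 mM HEPES pH 7.5, 50 mM NaCl, 5 uM MgCl2, 0.05% BSA, 1 mM DTT. Fluorescence read at Ex 485/Em 525 nm.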
Giardia kill: Small Molecules that selectively kill Giardia lamblia: qHTS. Giardia lamblia trophozoite viability. activity change, % at 7.66 µM, hits read low. 340,000 tested, 0.15% active. AID 540267, 2011; in the data active means activity change below about -80%; inconclusive means between about -30% and that limit;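 further: parasites exposed to compound for two days anaerobically before the ATP read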
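Luminescent ATP signal served as the viability read-out, measured 15-30 min after adding ATP detection reagent to trophozoites that had been incubated with compounds for 48 hrs at 37 deg C anaerobically at 100 cells/well.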
Numbers without * were called inactive; ? = inconclusive; · = not tested or not shown; [ ] = dose if it differs, or a comment. Unless noted, the call rests on the fitted dose curve; in most records, active means well fitted curve in the direction sought with a large enough effect; inconclusive means small, poorly fitted or top-dose-only effect, or another doubt; inactive means no such curve, though single readings can be large; an effect the other way counts as inactive or inconclusive. Unless noted, on the % scale 0 is the no-effect control and ±100 the full control effect.

SMILES	KCNH2 WT inh	uPA generation	PKM2 activator	B2AR arrestin	GALK inhibitor	USP2a block	Chronic BCR inh	FBPA coupling cs	KCNH2 3.1 inh	Eya2 phos inh	Giardia kill
Cc1cccc(OCCOC(=O)C2CCN(S(=O)(=O)c3ccc(C)c(C)c3)CC2)c1	1	-2%	?	-0.3%	0%	0%	?	-2	-27	-3%	13
CCOC(=O)c1[nH]c(C)c(C(=O)NCCCN2CCOCC2)c1C	-35	8%	-6%	-0.6%	0%	1%	-14%	1	3	17%	-15
COc1cccc(C(=O)N/N=C2/SCC(=O)N2CCc2ccc(OC)c(OC)c2)c1	18	8%	1%	0.0%	-2%	0%	?	-4	9	22%	13
CC(=O)Nc1c(C)nn(-c2ccc(C)c(C)c2)c1C	-1	5%	-4%	0.1%	-1%	-1%	-5%	0	-24	-3%	6
COc1ccc(CNC(=O)C2CCCN(S(=O)(=O)c3c(C)n[nH]c3C)C2)cc1 (stereo unspecified)	8	13%	-3%	-0.6%	-2%	0%	?	3	15	17%	23
CCc1nnc(NC(=O)CCC(=O)Nc2ccc(C)cc2)s1	-27	-10%	·	-0.3%	5%	3%	-21%	·	3	-4%	-1
Cc1nnc(SCC(=O)Nc2ccccc2F)n(N)c1=O	2	4%	9%	-0.4%	1%	3%	0%	·	-6	-2%	-29
C1=C(CCNc2ncnc3c2cnn3-c2ccccc2)CCCC1	3	7%	5%	0.1%	-3%	-1%	?	-1	0	-29%	-13
O=C(Nc1ccnn1C1CCN(Cc2ccc3nonc3c2)CC1)c1cccc(F)c1	11	-7%	·	-0.7%	-5%	3%	4%	·	-7	-2%	14
CCOc1cc(C)c(S(=O)(=O)Nc2ccc3cn[nH]c3c2)cc1C	-4	-16%	-3%	-0.4%	1%	-9%	?	2	9	5%	-14
CSc1ccccc1NC(=O)CCn1c(=O)sc2ccccc21	-17	-1%	0%	-0.9%	1%	-1%	-13%	-1	-3	-14%	-10
CCOC(=O)c1nnn(CC(=O)Nc2cccc(Cl)c2C)c1C(=O)OCC	3	4%	4%	0.0%	6%	1%	-3%	2	-13	0%	21
Cc1ccc(S(=O)(=O)NCCCN2CCOCC2)cc1C	8	1%	4%	0.5%	2%	2%	0%	3	·	-11%	2
CCN(CC)C(=O)C1CCN(S(=O)(=O)c2c(C)noc2/C=C/c2cccc(C)c2)CC1	-2	-13%	0%	-0.5%	·	-2%	?	2	-12	-9%	9
CCc1ccc(OCC(=O)Nc2cccc3nsnc23)cc1	2	-16%	0%	0.0%	13%	0%	?	-1	1	-2%	-10
Cc1ccc2nc(N3CCN(c4cccc(C)c4C)CC3)c3nnnn3c2c1	-2	7%	3%	-2.1%	0%	2%	9%	-2	3	11%	-7
Cc1ccccc1NS(=O)(=O)c1nnc(NC(=O)C(C)C)s1	2	-9%	·	-0.1%	·	3%	-1%	-2	-1	-1%	-29
CC1(C)NC(C)(C)C(O)(C(N)=O)C1=O (stereo unspecified)	-4	·	-8%	-1.0%	-3%	0%	-18%	-1	17	1%	-16
COC(=O)C1=C(C)N(c2ccc(C)cc2)/C(=C/c2ccc(O)cc2)C1=O	2	-27%	-2%	0.0%	4%	-1%	0%	2	-3	-1%	-6
COc1c2ccoc2c(OC[C@@H](OC(C)=O)C(C)(C)O)c2oc(=O)ccc12	-1	2%	·	0.0%	·	-2%	-5%	·	7	-27%	11
O=C(NN=C1CCCC1)c1ccccc1OCCOc1ccccc1	-2	-9%	-1%	-0.1%	0%	0%	?	-5	-2	9%	11
COc1ccc(OC)c(/C=N/NC(=O)c2cc3c(OC)cc(OC)cc3[nH]2)c1	-2	8%	0%	-0.1%	-2%	-3%	?	4	-3	7%	2
O=[N+]([O-])c1ccc(S(=O)(=O)N2CCN=C2SCc2ccc(F)cc2)cc1	12	-8%	0%	-0.1%	-2%	3%	0%	·	-40	-8%	6
COc1ccc(CCNC(=O)c2ccc(CN3CCOCC3)cc2)cc1	2	-3%	3%	-0.4%	1%	-5%	12%	0	-8	-2%	-5
Cc1ccc(NS(=O)(=O)c2ccc(C(=O)N3CCN(c4ccccn4)CC3)cc2)cc1	-2	-7%	-2%	0.3%	2%	-1%	?	0	-16	-16%	1
CCCCn1c(Nc2ccccc2)nc2ccccc21	-18	-4%	6%	0.5%	2%	1%	16%	0	-13	2%	26
COC(=O)c1[nH]c2cc(OC)c(OC)cc2c1/C=N/Nc1ccccc1	2	-8%	·	0.1%	-2%	-2%	-1%	0	-4	-16%	31[activator]
O=C(NCc1ccc2c(c1)OCO2)C(=O)NCC(c1ccco1)N1CCN(c2ccccc2)CC1 (stereo unspecified)	10	-3%	2%	-0.3%	0%	2%	1%	3	0	-7%	-6
CC1CC(=O)Nc2ccccc2N1C(=O)COc1ccc2ccccc2c1 (stereo unspecified)	-3	1%	·	-0.9%	·	0%	1%	·	-5	8%	18
CCCNC(=O)NC(=O)CSc1nc2ccccc2n1CC(C)C	2	10%	1%	-1.2%	-4%	-2%	0%	-2	6	-8%	-5
Cc1cc(CSc2ccccc2)ccc1NC(=O)COc1ccccc1C	-8	5%	23%	0.1%	-1%	7%	?	1	10	-2%	3
COc1ccc2sc(-c3ccccc3OC)c(-c3ccc(OCCN4CCOCC4)cc3)c2c1	1	-7%	·	-0.9%	·	0%	?	·	-25	-3%	-16
Cn1c(=O)c2c(-c3ccc(OC(F)F)cc3)cc(-c3ccccc3)nc2n(C)c1=O	2	-2%	-3%	-0.2%	0%	10%	5%	5	-2	-6%	-24
COc1ccc(-c2c(C)nc3c(-c4ccsc4)cnn3c2N)cc1	-12	-15%	·	0.5%	-4%	5%	-2%	0	5	6%	3
COc1ccc(NC(=O)c2c(C)oc3c2CCCC3)cc1	-17	-10%	-3%	-0.6%	1%	-2%	-14%	-3	-5	3%	2
Cc1cccc(CSCCNC(=O)c2ccc(CN3CCOCC3)cc2)c1	46	10%	-2%	-0.1%	0%	0%	2%	2	3	11%	?
Cc1ccccc1C(=O)O/N=C(\c1ccccc1)c1ccccn1	-4	3%	-11%	-0.1%	2%	1%	-18%	5	-14	0%	4
Cc1ccc(C(CNS(=O)(=O)c2ccc(Cl)cc2)N2CCN(C)CC2)cc1 (stereo unspecified)	32	1%	·	-0.8%	·	1%	-2%	·	-22	5%	16
COc1ccc(C(=O)NC(=S)NNC(=O)[C@H]2C[C@@H]2c2ccccc2)cc1OC	6	-1%	9%	-0.1%	1%	1%	-14%	10	-14	10%	-6
CC1Cc2ccccc2N1C(=O)CSc1nnc2c(n1)[nH]c1ccccc12 (stereo unspecified)	-1	3%	0%	-4.4%	0%	-1%	-1%	1	1	9%	12
COc1ccc(-c2oc(=O)n(C)c2-c2ccc(OC)cc2)cc1	2	-8%	·	-0.4%	·	-7%	-18%	-2	2	-7%	-9
CCN(CCNC(=O)Cn1c(=O)sc2ccccc21)c1ccccc1	-1	4%	3%	0.3%	1%	-5%	7%	-1	1	-9%	?
CCN(CC(=O)Nc1ccc(OC)cc1)CC(=O)Nc1ccc(Cl)cc1F	-18	5%	-1%	0.0%	8%	1%	0%	-6	-2	9%	-5
O=C(c1ccc(F)cc1)N1CCN(Cc2ccccc2)CC1	0	-2%	2%	0.0%	-1%	-1%	2%	0	-2	?	-2
CCOc1ccc(N2C(=O)Nc3ccccc3C2(O)C(=O)NCc2ccc(OC)cc2)cc1 (stereo unspecified)	-7	-6%	·	-0.3%	5%	0%	-17%	0	-4	3%	-7
Cc1cccc(N(CC(=O)NC2CCCC2)C(=O)CS(=O)CC(=O)Nc2ccc3c(c2)OCO3)c1C (stereo unspecified)	32	-7%	1%	-0.9%	-3%	7%	1%	0	7	-4%	0
COc1ccc(CNC(=O)CN(c2cc(C)cc(C)c2)S(=O)(=O)c2c(C)[nH]c(=O)[nH]c2=O)cc1	-6	-5%	·	0.5%	2%	3%	1%	·	-2	2%	25
